TRHR PAM: TRH receptor (human) allosteric enhancement; TRHR cells, fluo-8 calcium fluorescence, EC20 TRH enhancement; enhancement, % at 2 µM; hit rate 0.66% among 360,000; in the data active means enhancement above about 30%; further: 0% is about no effect
Target sequence (P34981 whole entry, looked up): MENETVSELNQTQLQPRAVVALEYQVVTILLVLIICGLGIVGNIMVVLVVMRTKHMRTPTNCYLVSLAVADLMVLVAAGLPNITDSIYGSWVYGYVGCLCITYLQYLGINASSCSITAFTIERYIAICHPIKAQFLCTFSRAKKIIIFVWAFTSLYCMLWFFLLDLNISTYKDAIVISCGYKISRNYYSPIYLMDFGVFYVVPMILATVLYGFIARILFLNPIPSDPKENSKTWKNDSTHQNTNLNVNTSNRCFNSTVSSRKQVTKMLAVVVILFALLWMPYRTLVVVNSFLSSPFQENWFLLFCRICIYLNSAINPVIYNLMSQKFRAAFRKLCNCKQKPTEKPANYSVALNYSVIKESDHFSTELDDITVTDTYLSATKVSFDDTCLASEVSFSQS
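TRHR-expressing cells loaded with fluo-8 calcium dye were read kinetically (ex 480/em 530) during compound addition, then stimulated with an EC20 of TRH (10 nM final). Enhancement of the Gq-mediated intracellular calcium response was scored.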
RXFP1 antagonist: blocks the human relaxin receptor RXFP1 | Q9HBX9 | HEK293-RXFP1, relaxin-stimulated cAMP HTRF, 30 min; stronger effect = lower value | activity change, negative = inhibition, % at 57.5 µM | hit rate 0.59% among 350,000 | AID 1259400;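 active means activity change of -60% or lower, but not beyond a set lower limit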; further: on the % scale 0 is the no-effect control and ±100 the full control effect
D1 agonist: human D1 receptor agonism; activation, % at 2 µM; P21728; hit rate 1% among 360,000; AID 504660; HEK293 T-REx D1 cells, calcium flux, agonist mode; further: 0% is about no effect
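Inducible HEK293 T-REx D1 cells, force-coupled to calcium signalling, were plated at 4000 cells/well with tetracycline and held overnight at 30 C. After no-wash calcium dye loading, compound-evoked calcium rise over 180 s flagged agonists.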
D2 PAM: positive allosteric modulators of human D2 dopamine receptor. P14416. HEK293 T-REx D2, calcium flux, EC20 dopamine potentiation. potentiation, % at 10 µM. hit rate 0.34% among 340,000. AID 485347;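 active means potentiation over 3 SD above the plate norm, cut at about 30% in these data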; further: 0% is about no effect
Target sequence (P14416 whole entry, looked up): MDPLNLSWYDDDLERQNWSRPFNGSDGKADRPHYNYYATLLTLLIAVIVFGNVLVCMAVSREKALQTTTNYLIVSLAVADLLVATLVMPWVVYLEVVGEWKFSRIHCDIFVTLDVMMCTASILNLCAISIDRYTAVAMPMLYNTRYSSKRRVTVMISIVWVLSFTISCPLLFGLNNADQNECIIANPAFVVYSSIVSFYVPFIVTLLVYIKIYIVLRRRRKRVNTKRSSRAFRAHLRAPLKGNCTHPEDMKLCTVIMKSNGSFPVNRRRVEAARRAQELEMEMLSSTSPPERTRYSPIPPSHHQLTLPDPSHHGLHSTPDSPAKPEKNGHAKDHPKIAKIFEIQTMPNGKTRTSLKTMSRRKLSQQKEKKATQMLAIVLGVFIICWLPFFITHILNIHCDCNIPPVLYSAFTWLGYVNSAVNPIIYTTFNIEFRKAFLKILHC
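Potentiation of an EC20 dopamine calcium response is measured in a force-coupled, tetracycline-inducible Hek293 Trex D2 line. Compound-only kinetic reads over 180 s flag agonists before dopamine addition.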
D1 potentiator: enhances dopamine response at the human D1 receptor; HEK293 TREx D1 cells, calcium flux, dopamine EC20 potentiation; potentiation, % at 10 µM; hit rate 0.036% among 360,000; AID 504651; in the data active means potentiation above about 30%; further: 0% is about no effect
D1 antag: human D1 dopamine receptor antagonism; P21728; HEK293 TREx D1 cells, calcium flux, dopamine EC80; stronger effect = lower value; activity change, negative = inhibition, % at 10 µM; hit rate 3.2% among 360,000; in the data active means activity change below about -30%; further: on the % scale 0 is the no-effect control and ±100 the full control effect
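Antagonism measured as reduced calcium response to an EC80 dopamine addition following 180 s compound pre-read; cells were inducible HEK293 Trex D1 plated overnight at 30 C, read kinetically at 1 cycle/sec.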
TRHR ag: activates the human TRH receptor. TRHR cells, calcium flux fluo-8, FDSS agonist mode. P34981. AID 493084. activation, % at 2 µM. hit rate 0.18% among 360,000; further: 0% is about no effect
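Fluo-8-loaded TRHR cells; 10 s baseline, compound added, kinetic Ca2+ fluorescence read 1/s, agonist mode.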
D2 ag: agonists of human D2 dopamine receptor. hit rate 0.53% among 340,000. activation, % at 2 µM. HEK293 T-REx D2 cells, calcium flux agonist mode;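 active means activation over 3 SD above normal in the single-dose calcium agonist read, cut at about 30% in these data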; further: 0% is about no effect
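Agonism is scored from calcium flux in a force-coupled, inducible HEK293 cell line expressing D2, read kinetically for 180 s after compound addition against dopamine controls.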
D2 antagonist: D2 dopamine receptor (human) antagonism; P14416; HEK293 TREx D2 cells, calcium flux, dopamine EC80; inhibition, % at 10 µM; hit rate 2% among 340,000; in the data active means inhibition above about 30%; further: 0% is about no effect
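Calcium flux kinetic readout in an inducible HEK293 TREx D2 line plated overnight at 30 C. After 180 s compound exposure, an EC80 dopamine challenge follows with another 180 s kinetic read to detect antagonism.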
The depositor's hits bear a star; . = not tested or not shown. Unless noted, no stated cut-off is given here; in the data, active means activation above about 30%; inactive means the rest.

SMILES	TRHR PAM	RXFP1 antagonist	D1 agonist	D2 PAM	D1 potentiator	D1 antag	TRHR ag	D2 ag	D2 antagonist
CC1CCCN(C(=O)Cn2nnc(-c3ccc([N+](=O)[O-])cc3)n2)C1 (stereo not drawn)	-1	.	0	3	0	-4	0.0	0.6	-14
CCNc1nc(N2CCOCC2)nc(N(c2ccccc2)c2ccccc2)n1	37*	2	0	-15	-8	15	-1.1	-1.4	-3
Cc1nc2c(C(=O)NCCC(C)C)cnn2c(C)c1Cc1c(F)cccc1Cl	9	-15	0	-9	-2	-3	1.1	0.8	.
CC1CCCC(NC(=O)CCNC(=O)c2ccc([N+](=O)[O-])cc2)C1C (stereo not drawn)	-6	2	1	1	-9	20	-0.4	-1.4	-3
COC(=O)c1ccc(NC(=O)CN2C(=O)CCC2=O)cc1	2	-7	2	4	1	6	-0.5	-3.1	-9
CCN(CC(=O)N1CCN(C)CC1)S(=O)(=O)c1ccc(Cl)cc1	2	-4	3	1	4	4	0.0	0.0	28
O=C(CSc1nc(=O)n(CCCN2CCOCC2)c2c1CCCC2)Nc1cccc(Cl)c1	0	-5	1	-1	-8	-15	-0.2	-2.3	6
O=C(CC1Nc2ccccc2NC1=O)NCC1COc2ccccc2O1 (stereo not drawn)	3	4	1	8	3	4	0.1	2.1	15
N#C/C(=C/c1ccc(Sc2nc3ccccc3[nH]2)o1)c1cccc(Br)c1	-2	-3	4	15	28	-17	0.1	-0.8	9
CC(CC(=O)N1CCN(S(=O)(=O)c2ccc(Cl)cc2)CC1)n1cncn1 (stereo not drawn)	-1	6	3	-3	-5	2	0.0	0.9	-4
O=c1c2cnn(-c3ccccc3)c2ncn1Cc1ccccc1	-11	-3	8	24	-8	-14	-0.9	-0.2	-17
CCOc1cc(Br)c(C(=O)O)cc1OC	1	-9	1	-13	-1	8	1.1	1.2	-4
C[C@H](CCC(=O)O)[C@H]1CC[C@H]2[C@@H]3C(=O)C[C@@H]4CC(=O)CC[C@]4(C)[C@H]3CC(=O)[C@]12C	3	11	1	5	2	-14	-0.8	2.0	-27
Nn1c(SCC(=O)Nc2ccc3c(c2)OCO3)nnc1-c1ccc(Cl)cc1	6	4	3	-7	-4	-5	-0.4	-1.1	-5
COc1cc(C2C(C#N)=C(N)OC3=C2C(=O)CC(C)(C)C3)c([N+](=O)[O-])cc1OC (stereo not drawn)	-9	4	7	-4	-6	6	6.1	4.9	6
O=C(CCCCCN1C(=O)c2cccc([N+](=O)[O-])c2C1=O)Nc1ccccc1F	2	-1	3	8	0	-5	0.0	-0.1	-13
CCOc1ccc(S(=O)(=O)N2CCC(C(=O)NCCN3CCOCC3)CC2)cc1C	-4	9	1	-3	0	-3	-0.7	0.7	1
Cc1cc(C(=O)N2CCC(Cc3ccccc3)CC2)no1	5	3	1	-15	2	-13	-0.7	-0.3	-7
CCN1CCN(C(=O)c2ccc(Cl)c(S(=O)(=O)N3CCCCC3)c2)CC1	-2	8	5	19	-4	0	0.2	1.5	-6
CCN(CC)CCNC(=O)c1ccc(CS(=O)(=O)c2ccccc2C)o1	24	-1	3	-8	-2	2	0.2	-0.9	-3
COc1ccc(C2C(C(=O)Nc3cccnc3)=C(C)Nc3nc(-c4cccs4)nn32)cc1 (stereo not drawn)	-1	-13	0	6	-1	6	-0.2	0.2	-6
COc1ccccc1CNC(=O)C(=O)NCC1OCCN1S(=O)(=O)c1ccccc1 (stereo not drawn)	-5	-6	1	9	0	5	-0.6	-0.3	27
COC(=O)c1cc(C)sc1NC(=O)C1CC(=O)NN1Cc1ccccc1 (stereo not drawn)	-8	-10	0	-2	-1	2	0.4	0.7	-12
CC(=O)N1CCC(O)(c2cccc(C(F)(F)F)c2)CC1	9	-7	1	14	6	-3	0.9	-1.2	3
Cc1c(C(=O)N2CCN(S(=O)(=O)c3ccc(F)cc3)CC2)oc2ccccc12	-8	-5	3	7	-7	-2	0.2	-0.3	-1
C/C(=N\NC(=O)c1ccc(Cl)cc1)c1cccc(NC(=O)c2cccnc2)c1	6	-4	2	1	-3	-19	-0.1	1.7	22
COc1cc(/C=N/n2nnnc2Nc2ccccc2)cc(OC)c1OC	1	.	-1	-1	-6	-8	0.1	-2.0	-3
CC(C)N(C(=O)CS(=O)(=O)c1ccc(Cl)c(Cl)c1)C(C)C	5	-5	3	-5	-7	11	-0.3	1.1	2
CN(CC(=O)Nc1ccc(F)cc1)C(=O)CN1C(=O)c2cccc([N+](=O)[O-])c2C1=O	5	-5	0	5	0	-3	0.3	-0.8	-2
CC(C)(C)c1ccc(OCC(=O)Nc2ccc(-c3nc4cccnc4o3)cc2)cc1	7	-1	2	-2	-5	5	0.9	0.6	-7
O=S(=O)(NCC(c1ccco1)N1CCN(c2ccccc2)CC1)c1cc(F)ccc1F (stereo not drawn)	-6	-32	1	1	-2	-15	1.0	9.1	.
Cc1cc(C)c(C#N)c(Nc2cccc(Br)c2)n1	-3	-2	3	-3	4	-14	-0.1	-0.4	1
O=C(CCCc1ccccc1)Nc1ccnn1C1CCN(Cc2ccccc2)CC1	-6	-23	34*	-34	-4	-4	3.4	1.0	41*
CC(C)(C)CC(C)(C)NC(=O)c1ccc2snnc2c1	-3	0	0	-7	-1	3	-0.1	-0.4	-6
C=CCn1c(-c2csc(-c3ccccc3)n2)n[nH]c1=S	14	-24	5	48*	-2	-4	-0.2	0.3	-27
COc1ccc(N2CCN(C(=S)Nc3cccc(OC)c3)CC2)cc1	10	-17	6	2	-1	8	-3.3	-5.5	-3
COCCC(=O)N1CCC(Oc2ccc(C(=O)NCCC3=CCCCC3)cc2)CC1	-3	-7	2	-1	-1	1	0.0	0.0	-11
CCC(Sc1nc(N)cc(=O)[nH]1)C(=O)Nc1cc(C)on1 (stereo not drawn)	3	-7	3	.	-3	1	0.9	.	.
COC(=O)c1c(-c2ccccc2)csc1NC(=O)c1ccco1	-4	-1	3	-2	6	-8	0.8	1.3	-7
O=c1c2oc3ccccc3c2n(Cc2ccccc2)c(=O)n1Cc1ccc2c(c1)OCO2	0	1	1	-3	-1	-8	0.4	-0.7	.
Cc1nc(CS(=O)(=O)c2ccccc2)cc(Sc2ccc(Cl)cc2)n1	11	-6	2	-2	-3	2	-0.2	-0.4	-9
Cc1cc2c(cc3c(SCc4ccccc4Cl)nnc(C)n32)o1	3	-17	0	4	-2	0	0.1	0.3	.
CCOc1ccc(S(=O)(=O)NC(Cc2cnc[nH]2)C(=O)O)cc1 (stereo not drawn)	-3	-35	2	1	0	4	0.3	1.1	-15
S=C1NCN(Cc2ccccc2)CN1	-4	-1	1	0	-5	-16	-0.1	-1.2	-17
O=C(CCc1nnc(C2(c3ccc(Cl)cc3)CCC2)o1)N1CCCC(O)C1 (stereo not drawn)	2	-2	0	-1	-2	-7	-1.2	-0.1	1
CC(=O)c1ccc(NC(=S)N(C)C2CCN(C)CC2)cc1	-6	.	3	6	-3	20	0.3	2.2	-2
CNCC(O)C(O)C(O)C(O)CO (stereo not drawn)	-3	.	3	7	-3	15	0.0	-0.1	-5
CCCCc1ccc(/C=C2\C(=O)c3ccccc3C(O)=C2C(=O)OCC)cc1	-6	.	4	5	-1	-9	0.3	0.8	-7

Random excerpt: 5 entries already listed, in no set order.
SMILES	TRHR PAM	RXFP1 antagonist	D1 agonist	D2 PAM	D1 potentiator	D1 antag	TRHR ag	D2 ag	D2 antagonist
COCCC(=O)N1CCC(Oc2ccc(C(=O)NCCC3=CCCCC3)cc2)CC1	-3	-7	2	-1	-1	1	0.0	0.0	-11
CCOc1ccc(S(=O)(=O)N2CCC(C(=O)NCCN3CCOCC3)CC2)cc1C	-4	9	1	-3	0	-3	-0.7	0.7	1
Nn1c(SCC(=O)Nc2ccc3c(c2)OCO3)nnc1-c1ccc(Cl)cc1	6	4	3	-7	-4	-5	-0.4	-1.1	-5
CC(=O)c1ccc(NC(=S)N(C)C2CCN(C)CC2)cc1	-6	.	3	6	-3	20	0.3	2.2	-2
O=c1c2oc3ccccc3c2n(Cc2ccccc2)c(=O)n1Cc1ccc2c(c1)OCO2	0	1	1	-3	-1	-8	0.4	-0.7	.

The results go on:
SMILES	TRHR PAM	RXFP1 antagonist	D1 agonist	D2 PAM	D1 potentiator	D1 antag	TRHR ag	D2 ag	D2 antagonist
COc1ccc(C(=O)c2sc3nc(-c4ccc(C)cc4)cc(C(F)(F)F)c3c2N)cc1	-5	18	90*	12	-5	-4	7.3	-0.7	.
CCCc1c(C(=O)N/N=C/c2ccncc2)nnn1-c1nonc1N	11	5	2	7	3	1	-0.6	-2.4	-9
Cc1ccc2oc(=O)c3cnn(CC(=O)N4CCN(c5cc(Cl)ccc5C)CC4)c3c2c1	-5	-9	3	22	-1	-11	-0.1	0.3	.
O=C(CN1C(=O)/C(=C/c2ccccc2)SC1=S)NC1CCS(=O)(=O)C1 (stereo not drawn)	3	-61*	-1	4	7	1	-0.4	0.1	-12
N#C/C(=C\N1CCCCC1)S(=O)(=O)c1ccc(Cl)cc1	1	6	5	1	-2	2	0.1	0.3	7
CCc1ccc2c(c1)c1nc(C)sc1n2CC(=O)OC	9	-8	4	1	-3	.	-0.5	0.0	-13
CN1CCN(C(=O)CCN2C(=O)/C(=C/c3ccccc3Cl)SC2=S)CC1	0	14	2	-7	-4	4	0.1	-0.8	-24
FC(F)(F)c1ccc(-c2nnc(-c3cccnc3)o2)cc1	2	-7	0	-6	-4	-1	-0.4	0.1	10
Cc1ccc(NC(=O)CCCCCC2NC(=O)NC2C)cc1 (stereo not drawn)	1	3	0	2	-1	-6	-0.1	-1.6	-21
Cn1c(N)c(C(=O)CSc2nc(C3CC3)n(-c3ccccc3)n2)c(=O)n(C)c1=O	-1	-3	9	-11	-1	6	0.1	1.7	7
Cc1ccccc1CSc1nnc(C)c(=O)n1N	-5	-10	3	5	-1	-16	0.2	0.5	21
COc1cc(/C=N/NC(=O)c2csc3c2CCCC3)ccc1OCCN1CCOCC1	-4	8	-1	-2	-11	-1	-0.7	6.5	-1
O=C(CS(=O)(=O)Cc1ccccc1)NCc1ccccc1Cl	0	7	10	-5	-7	-6	-0.5	-0.6	2
Cc1cc(NC(=O)CCC(=O)N(CC(=O)NC2CCCC2)Cc2ccco2)no1	1	-13	0	8	18	5	0.3	0.3	-4
CC(Sc1ccc(Cl)cc1)C(=O)NNC(=O)c1csc(N2CCOCC2)n1 (stereo not drawn)	-3	-3	5	-18	2	-2	-0.7	-1.2	-9
CCOC(=O)c1ccc(N2C(=O)c3n[nH]c(C)c3C2c2ccc(C(C)C)cc2)cc1 (stereo not drawn)	30	.	0	11	8	19	0.5	0.7	.
COc1cc(NC(=O)c2cccnc2)ccc1NC(=O)c1ccccc1Cl	10	-1	2	-5	-6	-8	-0.3	0.2	6
O=C1c2ccccc2NC2(CCCC2)N1O	-8	-2	5	19	0	0	-0.6	0.3	-19

3 entries from above, arranged by the value under D2 PAM, low to high.
| compound | TRHR PAM | RXFP1 antagonist | D1 agonist | D2 PAM | D1 potentiator | D1 antag | TRHR ag | D2 antagonist |
| --- | --- | --- | --- | --- | --- | --- | --- | --- |
| CC(Sc1ccc(Cl)cc1)C(=O)NNC(=O)c1csc(N2CCOCC2)n1 (stereo not drawn) | -3 | -3 | 5 | -18 | 2 | -2 | -0.7 | -9 |
| COc1cc(NC(=O)c2cccnc2)ccc1NC(=O)c1ccccc1Cl | 10 | -1 | 2 | -5 | -6 | -8 | -0.3 | 6 |
| CCOC(=O)c1ccc(N2C(=O)c3n[nH]c(C)c3C2c2ccc(C(C)C)cc2)cc1 (stereo not drawn) | 30 | . | 0 | 11 | 8 | 19 | 0.5 | . |

Source: PubChem BioAssay (National Center for Advancing Translational Sciences (NCATS))
